Bioassay records deposited in PubChem BioAssay by several laboratories.
PKA-R1A activ: activators of PKA-R1A complex; P00514+P68181; PKA-R1A dissociation, Cy5-IP20 fluorescence polarization; scaled: DMSO 0%, 113 µM cGMP 100%; activation, % at 11.4 µM; hit rate 0.083% among 340,000;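 active = percent activation above the mean of all tested compounds plus 3 SD, cut at about 19% in these data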;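 also: higher means more PKAc released from R1A so a rise in polarization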
PKA-R2B act: activates the human PKA-R2B holoenzyme complex. PKA-R2B holoenzyme dissociation, Cy5-IP20 fluorescence polarization; R2B truncated from residue 108, S112A mutant; 0% DMSO only, 100% 113 µM cGMP. activation, % at 11.4 µM. hit rate 0.079% among 340,000. AID 504700;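 active = activation above a cutoff set at the mean over all compounds plus 3 SD, cut at about 18% in these data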;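 also: higher means more holoenzyme dissociation and a rise in polarization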
MOR-DOR ag: agonists of human mu-delta opioid receptor heterodimerization. P35372+P41143. cells, OPRM1-OPRD1 heterodimerization, luminescence. activation, % at 9.3 µM. hit rate 0.3% among 340,000. AID 504326; in the data active = activation above about 18%;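 also: 0% = vehicle-treated cells and 100% = reference agonist; values of inactives mirror those of a sister screen read the other way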
Target sequence (P35372 whole entry, looked up): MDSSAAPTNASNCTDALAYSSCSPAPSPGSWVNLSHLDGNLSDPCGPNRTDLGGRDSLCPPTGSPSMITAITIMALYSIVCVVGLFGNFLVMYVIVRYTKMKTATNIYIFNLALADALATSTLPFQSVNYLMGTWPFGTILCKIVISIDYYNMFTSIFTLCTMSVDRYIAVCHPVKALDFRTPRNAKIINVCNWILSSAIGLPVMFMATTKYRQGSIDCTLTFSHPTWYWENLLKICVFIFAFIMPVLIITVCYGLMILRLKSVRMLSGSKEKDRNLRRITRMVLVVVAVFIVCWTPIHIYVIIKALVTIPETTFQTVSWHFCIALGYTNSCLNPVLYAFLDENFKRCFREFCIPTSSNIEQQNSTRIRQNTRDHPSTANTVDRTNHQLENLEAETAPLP
Target sequence (P41143 whole entry, looked up): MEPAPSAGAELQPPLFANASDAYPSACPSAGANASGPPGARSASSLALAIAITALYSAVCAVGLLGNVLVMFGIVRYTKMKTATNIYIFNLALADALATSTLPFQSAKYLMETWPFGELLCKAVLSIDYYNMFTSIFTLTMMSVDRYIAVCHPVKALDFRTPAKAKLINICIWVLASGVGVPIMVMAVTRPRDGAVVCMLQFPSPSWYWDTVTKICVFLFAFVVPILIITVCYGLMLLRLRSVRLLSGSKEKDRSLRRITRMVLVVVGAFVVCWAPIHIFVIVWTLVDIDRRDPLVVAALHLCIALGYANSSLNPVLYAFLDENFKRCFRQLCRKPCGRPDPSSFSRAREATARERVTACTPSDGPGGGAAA
SUMO Mot1 rescue: inhibitors of SUMOylation pathway: yeast Mot1-301 growth rescue; S. cerevisiae Mot1-301 growth rescue, ATP luminescence, 38.5C; percent above DMSO median, 100 means doubled; growth rescue, % at 18.8 µM; hit rate 1% among 320,000; AID 2716;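 active = every valid replicate shows activation above 250% relative to neutral control wells; inactive = the rest, any valid replicate at or below 250%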;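 also: OY570 slx delta 5 strain wells were the positive control but not used for scaling; some compounds called inactive have numbers as strong as hits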
E coli growth: bacterial growth inhibition, counter-screen for AddAB inhibitors. hit rate 0.27% among 330,000. E. coli V3065 growth, OD600 absorbance, 18 h. inhibition, % at 11.9 µM;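 active = inhibition above the campaign's mean inhibition across all tested compounds plus 3 SD, cut at about 9.9% in these data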;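 also: uninfected addAB+ strain grown without phage in ampicillin broth; 0% = DMSO wells and 100% = ciprofloxacin 0.95 µg/ml wells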
HTR5A inv ctr: HTR5A inverse agonism, opioid heterodimer counter-screen | HTR5A cell line, luminescence | inhibition, % at 9.3 µM | hit rate 0.083% among 340,000 | AID 504634; in the data active = inhibition mostly above about 23%, no sharp cut-off; inactive = mostly below about 18%;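 also: 0% = cells with DMSO and 100% = no-cell wells with DMSO; some compounds called inactive have numbers as strong as hits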
AddAB inh: less growth of phage-infected E. coli with AddAB; E. coli expressing H. pylori AddAB, absorbance growth; inhibition, % at 11.9 µM; hit rate 0.29% among 330,000; in the data active = inhibition above about 12%;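 also: 0% = vehicle wells of infected cells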
Tat transport: E. coli Tat transport inhibition. E. coli MC4100 TorA-mCherry Tat export, fluorescence. inhibition, % at 10 µM. hit rate 0.036% among 340,000;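 active = mean replicate inhibition at least 50% and at least half of replicates individually reaching 50%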;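 also: exported cargo escapes ClpAP degradation while cytoplasmic cargo is degraded and loses fluorescence; 0% = median of neutral control wells and 100% = median of NaSCN control wells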
MOR-DOR inv ag: mu-delta opioid heterodimer inverse agonism. P35372+P41143. cell-based MOR-DOR heterodimer luminescence. inhibition, % at 9.3 µM. hit rate 0.21% among 340,000; in the data active = inhibition above about 22%, passing the limit was not always enough;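 also: 0% = cells with DMSO and 100% = wells without cells with DMSO; values of inactives mirror those of a sister screen read the other way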
phage Ecoli inh: E. coli growth loss with phage present; growth absorbance; inhibition, % at 11.9 µM; hit rate 0.26% among 360,000; AID 651602; in the data active = inhibition above about 11%
PfHsp90 set2: reduces growth (ATP signal) of yeast expressing P. falciparum Hsp90; S. cerevisiae expressing PfHsp90, BacTiter-Glo ATP, 48 h; yeast lacking PDR1 and PDR3 efflux regulators; inhibition, % at 9.4 µM; hit rate 0.32% among 310,000;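 active = every replicate shows inhibition above about 80%, whatever the replicate mean, limit read from the data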;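 also: 0% = DMSO neutral controls and 100% = 20 µM radicicol positive controls; yeast relying on Plasmodium falciparum Hsp90 in place of its own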
* = called active by the depositor; · = no result given.

structure	PKA-R2B act	PKA-R1A activ	PfHsp90 set2	phage Ecoli inh	SUMO Mot1 rescue	AddAB inh	Tat transport	MOR-DOR inv ag	MOR-DOR ag	HTR5A inv ctr	E coli growth
CCn1c(SCC(=O)Nc2nnc(C)s2)nnc1-c1ccco1	-7	6	16	4.4	9	1.6	-7	1	-0.2	-31	-0.2
CCN1CCCC(OC(=O)C(c2ccccc2)c2ccccc2)C1 (stereo not drawn)	-6	-6	-8	2.9	10	-3.5	-9	7	-1.3	-19	-1.3
CC(C)c1ccc(CN(C)C(=O)c2ccc(S(=O)(=O)NCc3ccco3)cc2)cc1	-7	-20	-1	0.0	·	-2.1	3	-5	1.3	4	-1.0
Nc1nc2ccc(Oc3ccccc3)cc2s1	0	-14	-9	3.1	·	·	0	-3	0.6	-16	·
Cc1cc(C(=O)CSc2nc(N)cc(=O)[nH]2)ccc1F	3	11	-8	1.1	27	1.7	-4	5	-1.1	-6	1.1
CCCCc1ccc(NC(=S)NCCc2ccc(F)cc2)cc1	4	-7	·	5.2	12	6.2	4	-33	5.3	-16	2.8
COc1ccc(NC(=O)COC(=O)C2CC2)cc1S(=O)(=O)N1CCCCC1	-16	-6	-7	-0.9	-21	1.2	-8	4	-1.0	-9	2.1
O=C(Nc1ccc(Br)cc1Cl)c1ccc(OCC2CCCO2)cc1 (stereo not drawn)	-10	-16	-7	1.0	-6	0.5	11	2	-0.4	0	-0.9
Cc1cc(C)n(CCc2nc(-c3ccc(C(C)(C)C)cc3)cs2)n1	3	-12	-43	1.6	-21	-1.0	18	-20	3.9	17	1.6
Cc1oc2c(c1C(=O)NCc1cc(C(=O)O)co1)CCCC2	3	1	·	1.1	-11	0.8	-3	1	-0.2	-6	0.5
Cc1cccc(OC(=O)CCN2C(=O)C3C4C=CC(C5CC45)C3C2=O)c1C (stereo not drawn)	6	1	·	3.1	-9	0.1	-3	8	-1.1	2	1.1
c1ccc(-c2nc(C3CCCCC3)no2)cc1	-4	5	8	2.1	-7	-0.1	-4	7	-1.2	17	1.1
NNC(=O)c1ccc(COc2ccccc2)cc1	-3	3	30	3.1	-4	4.2	-2	-4	0.6	-5	0.1
CCCCN(CCCC)CC(O)COc1ccc(Br)cc1 (stereo not drawn)	-14	-2	13	-1.1	-3	0.5	1	7	-1.5	6	2.8
CCCCCC(=O)Nc1cc2[nH]c(=O)cc(COC)c2cc1C	4	1	-17	1.0	-20	0.6	0	11	-2.2	1	-2.0
CC(C)[C@H](NC(=O)c1ccc([N+](=O)[O-])cc1Cl)C(=O)N1CCN(C/C=C/c2ccccc2)CC1	-7	0	-9	3.9	22	-2.1	4	-23	4.5	2	-2.5
C=CCOC(=O)C1C(=O)CC(C)(O)C(C(=O)OCC=C)C1c1ccc(OCC)cc1 (stereo not drawn)	-3	4	12	2.0	24	6.5	1	-9	1.8	-2	-0.5
Cc1ccc(C(=O)NC(=S)Nc2nc(-c3cccc([N+](=O)[O-])c3)cs2)c(Cl)c1	-5	1	-8	1.1	6	1.1	5	7	-1.4	-12	0.6
Clc1cccc(Cl)c1Cn1c(-c2cccnc2Cl)nc2ccccc21	-12	-14	-17	·	18	2.2	0	9	-1.6	-31	0.3
O=CNCCCc1nc2ccccc2n1Cc1cccc2ccccc12	0	4	2	4.6	-10	1.7	9	11	-2.0	-1	1.3
CCOc1cc(C(=O)NC2=NCCS2)cc(OCC)c1OCC	2	5	-12	4.0	·	0.9	-8	-15	3.2	15	2.6
COCCCNC(=O)C1CC(=O)N(Cc2ccc(OC)cc2)C1 (stereo not drawn)	-5	6	-8	-4.2	60	3.1	0	-5	0.9	-2	-1.1
Cc1ccc(C(=O)CSc2nnc(-c3ccncc3)n2C)cc1	-3	-4	2	4.8	692	3.0	-12	16	-3.2	5	1.7
CCCCOCP(=O)(CC)COCCCC	-10	-4	-17	4.4	7	5.5	-9	-5	0.8	-25	1.7
Cc1cnc(C(=O)OCC(=O)NC2CCCCC2)cn1	5	-5	-6	2.0	-1	3.5	-2	5	-1.0	6	-0.5

Exported with two lines to a compound: 2 of the compounds above
Second line of a record: PKA-R2B act	PKA-R1A activ	PfHsp90 set2	phage Ecoli inh	SUMO Mot1 rescue	AddAB inh	Tat transport	MOR-DOR inv ag	MOR-DOR ag	HTR5A inv ctr	E coli growth
NNC(=O)c1ccc(COc2ccccc2)cc1
→ -3	3	30	3.1	-4	4.2	-2	-4	0.6	-5	0.1
CCCCc1ccc(NC(=S)NCCc2ccc(F)cc2)cc1
→ 4	-7	·	5.2	12	6.2	4	-33	5.3	-16	2.8

Next part:
structure	PKA-R2B act	PKA-R1A activ	PfHsp90 set2	phage Ecoli inh	SUMO Mot1 rescue	AddAB inh	Tat transport	MOR-DOR inv ag	MOR-DOR ag	HTR5A inv ctr	E coli growth
CC(C)(C)NC(=O)c1ccc(COc2ccc(Cl)cc2Cl)o1	4	3	-11	1.8	59	3.2	11	-6	1.4	-4	-2.6
O=C(c1ccc(F)c(S(=O)(=O)N2CCOCC2)c1)N1CCN(c2ncccn2)CC1	0	-7	-16	0.6	-7	5.0	6	8	-2.0	-5	-1.7
C=CCN(c1ccccc1)S(=O)(=O)c1cccc(C(=O)NCC2CCCO2)c1 (stereo not drawn)	-4	-9	-2	1.8	2	4.0	5	11	-2.2	-25	-1.6
Cc1cccc(NC(=O)COC(=O)C(NC(=O)c2cccc(S(=O)(=O)N3CCOCC3)c2)C(C)C)c1 (stereo not drawn)	-3	13	-19	0.1	·	·	2	13	-3.2	3	·
CC(=O)c1cccc(NC(=O)c2ccccc2N(C)S(=O)(=O)c2ccc(C)cc2)c1	-12	0	9	1.2	4	2.6	2	-2	0.4	14	-0.3
O=C(c1cc(S(=O)(=O)N2CCOCC2)ccc1F)N(CCc1ccccc1)Cc1ccccc1	-15	-7	-4	0.9	-1	-0.5	2	-4	0.7	-3	0.7
Cc1ccccc1CC(=O)Nc1cccnc1	7	-14	-4	-1.5	-19	3.8	6	20	-4.0	-2	2.1
CC(NC(=O)CCNC(=O)c1ccco1)c1ccccc1 (stereo not drawn)	-1	0	26	1.5	10	0.7	-2	-22	3.4	-3	0.8
CCOC(=O)C1CCN(c2c(NCc3ccc(C(=O)N(C)Cc4ccccc4)cc3)c(=O)c2=O)CC1	8	4	-9	4.2	-10	3.1	-7	-5	0.7	-10	-2.2
O=Cc1ccc(OC(=O)c2cc(Cl)nc3ccccc23)cc1	5	2	-1	1.5	33	3.1	-4	-7	0.9	-4	0.1
CC(=O)NC(C)C(=O)OCC(=O)c1ccc(Cl)s1 (stereo not drawn)	11	-7	25	1.4	0	-1.0	-2	28	-4.6	-6	0.8
Cn1c(C(=O)N2CCCc3ccccc32)cc2sccc21	-4	-1	-6	2.4	-8	1.6	12	-1	0.2	-3	0.2
COc1cc(OC)cc(C(=O)Nc2ccc3nc4n(c(=O)c3c2)CCCCC4)c1	-2	-9	5	1.7	3	-0.1	9	15	-2.8	-14	-1.3
CCCCn1c(N)c(N(CC(C)C)C(=O)C2CC(=O)N(Cc3ccccc3)C2)c(=O)[nH]c1=O (stereo not drawn)	-9	-11	·	0.1	-7	3.9	9	-1	0.2	-13	1.1
COc1ccccc1N1CCN(c2cnccn2)CC1	5	3	2	3.4	0	-2.4	-1	2	-0.3	-9	0.3
Cc1ccc(NC(=S)N(CCN(C)C)C(C)c2ccco2)cc1Cl (stereo not drawn)	-10	4	-20	-2.0	-4	0.8	-8	11	-2.0	-67	0.0
CCOC(=O)C1CCN(C(=O)CSc2nc(N)cc(=O)[nH]2)CC1	-4	1	7	1.4	12	2.5	6	3	-0.5	-21	0.8
CN(c1ccc2nc3ccccc3c(=O)n2n1)C1CCCCC1	-9	0	26	3.8	·	0.5	-9	-10	1.8	10	3.4
O=C(O)CCC(=O)N1CCN(c2nc(-c3ccccc3)c3cc(Br)ccc3n2)CC1	8	-1	1	0.1	0	3.7	1	1	-0.3	-10	-0.3
COC(=O)c1ccc(CSc2nnc(-c3ccccc3)n2C)o1	-15	-21	5	3.7	-1	-0.2	0	15	-2.8	0	0.7
CCOC(=O)N1CCC(NS(=O)(=O)c2ccc3c(c2)CCN3C(C)=O)CC1	-1	-5	4	0.2	-9	1.9	-6	-2	0.3	9	0.7
C=CCc1ccc(OCCOCCOc2ccccc2[N+](=O)[O-])c(OC)c1	-7	-9	6	4.6	24	2.9	19	0	-0.1	16	-1.2
CCN(C(=O)C1CCCCC1)c1nnc(-c2cccnc2)s1	7	-1	-45	-0.5	-15	-0.8	-6	12	-2.2	-18	-1.4
CCC(CO)NCC#Cc1ccccc1 (stereo not drawn)	-5	-1	17	3.6	7	3.2	3	7	-1.6	11	-0.4
COc1cccc(-c2nc(CS(=O)(=O)CC(=O)N3CCCCC3)c(C)o2)c1	4	-1	-21	2.7	-4	1.9	2	5	-0.9	-2	-2.3
O=C(Nc1ccc(CN2CCOCC2)cc1)c1ccc(-c2ccc(Br)cc2)o1	-8	6	18	-1.8	70	2.0	9	-18	3.2	-23	-1.6
CCC(=O)Nc1ccc(Cl)c(NC(=O)c2cccnc2)c1	4	-3	-7	-0.6	-19	1.6	-2	0	0.0	5	2.4
COc1n[nH]c(C(=O)Nc2cc(Cl)ccc2Cl)c1[N+](=O)[O-]	-10	-11	21	-0.7	-11	-0.3	-4	3	-0.7	-11	-3.7
CCN(C1CCS(=O)(=O)C1)S(=O)(=O)c1ccc(Cl)s1 (stereo not drawn)	0	-8	16	-0.7	·	·	8	10	-1.5	4	·
